FN deposit inh: fibronectin deposition inhibition | 350,000 tested, 0.086% active | AH1F fibroblasts, Alexa488-fibronectin deposition fluorescence, overnight | inhibition, % at 12.6 µM;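 active = mean inhibition across replicates of 30% or more, regardless of how many single replicates reach that level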;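 also: positive control wells lacked labelled fibronectin entirely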
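test system = AH1F fibroblasts assembling fluorescent fibronectin matrix | quantity = 10000 AH1F cells per well | buffer or medium = DMEM plus 2% serum, read in PBS | doses = single dose, pinned | incubation = 1 h cell attachment, overnight exposure to compound and label | detection = fluorescence at 485 nm excitation, 525 nm emission | read-out basis = inhibition from reduced deposited-fibronectin fluorescence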
CFTR F508del cor: correctors of CFTR F508del function in bronchial epithelial cells | CFBE cells, YFP halide quenching; stimulated with forskolin plus potentiator P3; % fluorescence drop versus neutral controls | activity (quench increase), % at 7.58 µM | 350,000 tested, 0.36% active | AID 720511;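 active = mean added fluorescence quench of at least 8% versus neutral control, with both replicates also reaching 8%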;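 also: cells transiently co-express mutant CFTR-F508del with the halide-sensitive YFP; corrector assay measuring rescue of mutant channel to the surface after 24 h compound exposure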
INS-1E GSIS act: GLuc luminescence reporter in INS-1E cells, primary screen for activators of glucose-dependent secretion of insulin; INS-1E GLuc reporter insulin secretion, 2-3 h; activation, % at 16.6 µM; 370,000 tested, 0.61% active;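 active = lowest replicate activation of at least 40%, so every replicate reaches that level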;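 also: 0% = median of neutral control wells and 100% = median of IBMX positive control wells; some compounds called inactive have numbers as strong as hits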
miR-122 sensor: miR-122 inhibition in Huh7 cells; Huh7 miR-122 Renilla luciferase sensor, 48 h; neutral wells = 0, positive control = 100; activation (reporter increase), % at 12.5 µM; 340,000 tested, 0.3% active; AID 602342;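 active = mean replicate activation score at least 90 and every replicate individually at or above 90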;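 also: higher luciferase means less miR-122 activity so hits act as miR-122 inhibitors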
Cneo AK release: Cryptococcus neoformans lysis via adenylate kinase release; lysis activity, % at 15 µM; C. neoformans lysis, adenylate kinase release luminescence, 4 h; normalised: neutral wells 0, clomiphene wells 100; 360,000 tested, 0.2% active; AID 651654;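 active = mean lysis activity across replicates of at least 80%, whatever share of replicates individually reach that level; inactive = mean lysis activity below 80%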
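read-out = cell lysis signal | test system = log-phase Cryptococcus neoformans yeast cells | input = cells at 5 × 10^6 per mL | medium = fresh YPD growth medium | signal = luminescent adenylate kinase detection reagent | timing = 4 h at 37 °C static, read 1 h later | dosing = single dose | controls = Clomiphene as positive lysis control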
Statin myotox sup: suppressors of simvastatin-induced myotoxicity in C2C12 myotubes; ATP luminescence, 48 h; scaled: DMSO 0, geranylgeraniol control 100; rescue of ATP level, % at 7.49 µM; 330,000 tested, 0.78% active; AID 602340;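 active = mean ATP rescue above about 67%, or every replicate alone reaching that limit, limit read from the data, passing the limit was not always enough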;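 also: myotubes were challenged with 10 µM simvastatin during compound exposure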
PGC1a acetyl inh: lowers PGC1a acetylation signal in U2OS cells; AlphaScreen anti-acetyl-lysine; with virally co-expressed GCN5 acetyltransferase; inhibition, % at 15.6 µM; 350,000 tested, 0.17% active;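 active = every replicate shows inhibition of at least 40%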;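 also: 0% = neutral control wells and 100% = positive control wells; some results beyond the cut were filed as inactive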
PglD inh: blocks C. jejuni PglD acetyltransferase activity. purified PglD enzyme, DTNB colorimetric CoA detection. inhibition, % at 12.5 µM. 360,000 tested, 0.098% active; in the data active = inhibition above about 16%, passing the limit was not always enough; also: strong numbers were not always called active
* = called active by the depositor; nt = no result given; [ ] = another dose, or the depositor's remark. Rows are unselected; 2.1% or so of the library scored in one or more.

#	structure	Statin myotox sup	INS-1E GSIS act	CFTR F508del cor	PGC1a acetyl inh	Cneo AK release	FN deposit inh	PglD inh	miR-122 sensor
1	COc1ccc(S(=O)(=O)N2CCC(C(=O)Oc3cccc(C)c3)CC2)cc1OC	-3	32	-0.6	4	0	nt	-2	3
2	COc1ccc(S(=O)(=O)N(C)C[C@@H]2Oc3ccc(NC(=O)NC(C)C)cc3C(=O)N([C@@H](C)CO)C[C@@H]2C)cc1	nt	-9	-1.3	1	nt	5	nt	-4[16.7 µM]
3	C[C@H]1CN([C@@H](C)CO)C(=O)c2cccc(NS(=O)(=O)c3ccccc3)c2O[C@H]1CN(C)Cc1ccc(Cl)c(Cl)c1	-9	-29	-1.9	-18	-2	nt	3	4[16.7 µM]
4	Cc1ccc(C)c(OCc2ccc(C(=O)NN)o2)c1	nt	3	-33	3	nt	4	nt	nt
5	COc1cc2sc(-c3ccccc3OC)c(-c3ccc(OCCN4CCOCC4)cc3)c2cc1OC	-1	nt	nt	-8	-4	nt	2	1
6	C[C@H]1CN([C@@H](C)CO)C(=O)c2cc(NC(=O)Nc3ccc(F)cc3)ccc2O[C@@H]1CN(C)Cc1ccc(Cl)c(Cl)c1	-6	-18	-1.2	4	0	-31	0	-1[16.7 µM]
7	N#Cc1cnc2sc3ccccc3n2c1=N	10	nt	nt	0	-1	0	4	5
8	S=c1nc(NCc2ccc3c(c2)OCO3)c2ccccc2[nH]1	-3	-2	-1.0	-4	2	5	-2	20
9	Nn1c(SCC(=O)NC2CCS(=O)(=O)C2)nnc1-c1ccco1 (stereo not given)	2	4	-2.9	14	1	-3	-3	nt
10	Cn1c(=O)[nH]c(=O)c2c1nc(N/N=C/C(Br)=C/c1ccccc1)n2CCO	nt	-6	0.3	-18	-1	2	-4	2
11	O=C(CNC(=O)c1cccs1)NCC(=O)OCc1ccc(Cl)cc1	-14	-16	nt	-5	0	nt	-4	-2
12	CC(C)(C)OC(=O)C[C@@H]1C/C=C\C[C@@H](CC(=O)N(CCO)Cc2ccccc2)C(=O)NCCOC1=O	-6	16	-0.6	6	1	-3	-2	0
13	O=C(COc1ccccc1)Nc1ncc2c(n1)CCCC2=O	nt	22	nt	-3	0	nt	0	-2
14	O=C(CC1C(=O)NCCN1C/C=C/c1ccccc1)NCCc1ccncc1 (stereo not given)	2	-2	-0.3	3	5	-1	5	1
15	Nc1c(N(Cc2ccco2)C(=O)COc2ccc(Cl)cc2)c(=O)[nH]c(=O)n1Cc1ccccc1	0	-6	2.2	nt	-1	-2	1	nt
16	C[C@@H]1CN([C@@H](C)CO)C(=O)c2cc(NS(=O)(=O)c3cn(C)cn3)ccc2O[C@@H](C)CCCCO[C@@H]1CN(C)Cc1ccc(C(=O)O)cc1	nt	8	-3.4	-1	0	nt	-2	-4[16.7 µM]
17	C/C(=N\Nc1nc(C)cc(C)n1)c1ccc(N2CCOCC2)cc1	-4	8	1.0	nt	nt	1	nt	-7
18	O=C(NNC(=O)c1ccc(-c2ccc([N+](=O)[O-])cc2)o1)c1ccncc1	-4	4	-1.1	nt	-2	0	-2	nt
19	C/C(=N\NC(N)=O)c1c(F)cccc1F	8	nt	-2.3	10	-10	-2	-5	-4
20	COc1ccc(NC(=O)Nc2ccc3c(c2)C(=O)N([C@@H](C)CO)C[C@H](C)[C@@H](CN(C)S(=O)(=O)c2ccccc2)OCCCC[C@@H](C)O3)cc1	nt	-11	-1.1	7	54	-8	-3	0[16.7 µM]

Rewritten with two lines to a compound: entries from further up
Value order – Statin myotox sup	INS-1E GSIS act	CFTR F508del cor	PGC1a acetyl inh	Cneo AK release	FN deposit inh	PglD inh	miR-122 sensor
(6) C[C@H]1CN([C@@H](C)CO)C(=O)c2cc(NC(=O)Nc3ccc(F)cc3)ccc2O[C@@H]1CN(C)Cc1ccc(Cl)c(Cl)c1
→ -6	-18	-1.2	4	0	-31	0	-1[16.7 µM]
(7) N#Cc1cnc2sc3ccccc3n2c1=N
→ 10	nt	nt	0	-1	0	4	5
(8) S=c1nc(NCc2ccc3c(c2)OCO3)c2ccccc2[nH]1
→ -3	-2	-1.0	-4	2	5	-2	20
(9) Nn1c(SCC(=O)NC2CCS(=O)(=O)C2)nnc1-c1ccco1 (stereo not given)
→ 2	4	-2.9	14	1	-3	-3	nt
(10) Cn1c(=O)[nH]c(=O)c2c1nc(N/N=C/C(Br)=C/c1ccccc1)n2CCO
→ nt	-6	0.3	-18	-1	2	-4	2
(11) O=C(CNC(=O)c1cccs1)NCC(=O)OCc1ccc(Cl)cc1
→ -14	-16	nt	-5	0	nt	-4	-2
(12) CC(C)(C)OC(=O)C[C@@H]1C/C=C\C[C@@H](CC(=O)N(CCO)Cc2ccccc2)C(=O)NCCOC1=O
→ -6	16	-0.6	6	1	-3	-2	0
(13) O=C(COc1ccccc1)Nc1ncc2c(n1)CCCC2=O
→ nt	22	nt	-3	0	nt	0	-2
(14) O=C(CC1C(=O)NCCN1C/C=C/c1ccccc1)NCCc1ccncc1 (stereo not given)
→ 2	-2	-0.3	3	5	-1	5	1
(15) Nc1c(N(Cc2ccco2)C(=O)COc2ccc(Cl)cc2)c(=O)[nH]c(=O)n1Cc1ccccc1
→ 0	-6	2.2	nt	-1	-2	1	nt
(16) C[C@@H]1CN([C@@H](C)CO)C(=O)c2cc(NS(=O)(=O)c3cn(C)cn3)ccc2O[C@@H](C)CCCCO[C@@H]1CN(C)Cc1ccc(C(=O)O)cc1
→ nt	8	-3.4	-1	0	nt	-2	-4[16.7 µM]
(17) C/C(=N\Nc1nc(C)cc(C)n1)c1ccc(N2CCOCC2)cc1
→ -4	8	1.0	nt	nt	1	nt	-7
(18) O=C(NNC(=O)c1ccc(-c2ccc([N+](=O)[O-])cc2)o1)c1ccncc1
→ -4	4	-1.1	nt	-2	0	-2	nt
(19) C/C(=N\NC(N)=O)c1c(F)cccc1F
→ 8	nt	-2.3	10	-10	-2	-5	-4
(20) COc1ccc(NC(=O)Nc2ccc3c(c2)C(=O)N([C@@H](C)CO)C[C@H](C)[C@@H](CN(C)S(=O)(=O)c2ccccc2)OCCCC[C@@H](C)O3)cc1
→ nt	-11	-1.1	7	54	-8	-3	0[16.7 µM]

Following part
#	structure	Statin myotox sup	INS-1E GSIS act	CFTR F508del cor	PGC1a acetyl inh	Cneo AK release	FN deposit inh	PglD inh	miR-122 sensor
21	O=C(CC1C[C@H](C(=O)N2CCCCC2)[C@@]2(CCc3ccccc3)c3[nH]c4ccccc4c3CCN2C1=O)NCCc1ccccn1 (stereo not given in full)	1	-6	2.9	0	1	-9	1	-3
22	COc1ccccc1NC(=O)N[C@H]1CC[C@H](CCNS(=O)(=O)c2ccccc2)O[C@H]1CO	25	7	-2.2	-2	-11	nt	1	1[16.7 µM]
23	O=C(Nc1cccc(Cl)c1)N[C@H]1CC[C@@H](CCNC(=O)C2CCCCC2)O[C@@H]1CO	-2	-10	0.4	-4	0	-11	-4	nt
24	Cc1ccc(SC2=C(N(C)C)C(=O)c3ccccc3C2=O)cc1	nt	-20	-3.2	3	nt	-11	nt	6
25	COc1cccc(OCC(=O)NNC(=O)c2ccc3ccccc3c2O)c1	-4	-9	-0.1	4	0	-3	3	-1
26	C=CCOc1ccc(CNC(C)(C)CO)cc1OCC	nt	nt	nt	7	3	nt	-3	-4
27	O=c1c2cccnc2[nH]c(=S)n1CCCN1CCN(c2ccccc2F)CC1	-29	nt	nt	-5	-2	-5	1	3
28	CCOC(=O)c1sc(N)nc1C(F)(F)F	-8	12	0.5	4	1	-2	4	3
29	CN(C)CCCNC(=O)C[C@@H]1C=C[C@H](NS(=O)(=O)c2ccc(F)cc2)[C@H](CO)O1	-18	-4	3.2	-1	-1	nt	5	nt
30	COC(=O)c1c(NC(=O)CC2Nc3ccccc3NC2=O)sc(C)c1C (stereo not given)	-21	-9	0.1	-29	2	nt	-3	5
31	CC1(C)Cc2c(sc(NC(=O)c3ccco3)c2C#N)CO1	nt	nt	nt	nt	-7	-1	2	6
32	CNC[C@H]1OCCCC[C@H](C)Oc2ccc(NC(=O)NC(C)C)cc2C(=O)N([C@@H](C)CO)C[C@@H]1C	nt	7	-0.6	-5	0	-3	9	22[16.7 µM]
33	CCCCn1c(N)c(N(CC(C)C)C(=O)c2cc3ccccc3cc2OC)c(=O)[nH]c1=O	5	11	-3.1	2	-1	4	-3	1
34	O=C(c1ccc(C(=O)N2CCCc3ccccc32)s1)N1CCCc2ccccc21	nt	nt	nt	nt	-2	0	-1	0
35	CCCC#Cc1ccc([C@@H]2[C@H](CO)N3CCCCN(CC4CCOCC4)C[C@@H]23)cc1	-1	-4	0.6	-13	-2	nt	-7	-4[16.7 µM]
36	COc1ccc(-c2cc(C(=O)NCCCN3CCOCC3)c3ccccc3n2)cc1OC	1	5	3.1	nt	nt	16	nt	-4
37	COc1ccc(CN2CCCN(S(=O)(=O)c3ccc(Br)cc3)CC2)cc1	-5	0	1.3	-1	-1	0	15	10
38	NC1=NC(=O)/C(=C/c2cn(Cc3ccccc3)c3ccccc23)S1	5	-3	nt	nt	nt	12	nt	5
39	COC(=O)c1ccccc1NC(=O)CN1CCC(C)CC1	-2	19	1.9	-7	1	nt	-13	nt
40	CCN1CCN(C(=O)c2cc3cc4cc(OC)ccc4nc3s2)CC1	73*	nt	nt	-6	2	nt	2	-2
41	Cc1nn(Cc2ccc([N+](=O)[O-])cc2)c(=O)n1-c1ccc(F)cc1	nt	nt	nt	nt	5	8	2	-1
42	Cc1cccn2cc(CNC(=O)c3ccc(Br)o3)nc12	-5	1	3.5	8	-3	-2	1	-3
43	C[C@@H]1CN([C@H](C)CO)S(=O)(=O)c2ccc(-c3ccc(F)cc3)cc2O[C@@H]1CN(C)Cc1cccc(F)c1	-44	-27	2.7	3	nt	nt	nt	-2[16.7 µM]
44	Cc1ccc(CNC(=O)[C@]2(C)CCC[C@@]3(C)C4CC[C@@]5(C)C[C@]4(CCC32)CC5=O)cc1 (stereo not given in full)	-7	-13	-3.6	4	3	-4	-4	0
45	CSc1cccc(NC(=S)N(Cc2ccc(C)cc2)Cc2cccnc2)c1	nt	-4	-1.7	-7	nt	2	nt	nt
46	C(=N\N1CCN(Cc2ccccc2)CC1)/c1cccs1	nt	-7	nt	-4	1	nt	-4	7
47	COc1ccc(-n2ncc3c(NC(C)C)ncnc32)cc1	-61	nt	nt	-1	-9	nt	0	6
48	COc1ccc(C(=O)OC(C)C(=O)NC(C)CCc2ccccc2)cc1[N+](=O)[O-] (stereo not given)	2	11	3.8	nt	0	9	-4	-4
49	Cc1ccc(S(=O)(=O)N[C@H](C(=O)N2CCC(C(=O)N3CCC[C@H]3C(=O)O)CC2)C(C)C)cc1	-7	nt	nt	-18	1	nt	9	-1
50	NS(=O)(=O)OCCCc1ccc(C(F)(F)F)cc1	22	-8	3.5	17	-1	3	-3	1
51	CSCC[C@H](NC(=O)Nc1ccc(OC(F)(F)F)cc1)C(=O)O	1	8	-1.1	-3	nt	1	nt	1
52	CC1C(=O)Nc2ccc(S(=O)(=O)N3CCCCCC3)cc21 (stereo not given)	0	nt	-1.7	-7	0	-4	-2	-9
53	CC(C)=CC[N+]1(C)CCCCC1	-7	2	1.4	0	nt	-3	nt	-1
54	CC1CN(S(=O)(=O)c2cccc(C(=O)NN3CCN(C)CC3)c2)CC(C)O1 (stereo not given)	2	15	nt	3	-2	-2	1	-1

Assay outcomes: PubChem BioAssay, Broad Institute
